ABCB6 inh MLPCN: blocks the human ABCB6 transporter; AID 602162; K562-ABCB6 porphyrin accumulation, flow cytometry, 1 h; stronger effect = lower value; 360,000 tested, 0.19% active; fluorescence ratio to DMSO, % at 10 µM; Q9NP58;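 active = fluorescence ratio to DMSO below 75%, the collection mean minus 3 SD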;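 note: signal is porphyrin accumulated inside mitochondria; 100% equals median channel fluorescence of DMSO control wells; lower ratio means ABCB6 inhibition with less porphyrin fluorescence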
ABHD5 PLIN5 PPI: blocks binding of human ABHD5 to perilipin-5; AID 602281; inhibition, % at 4 µM; Split G. princeps luciferase complementation, luminescence, 4 h; Q00G26+Q8WTS1; 360,000 tested, 0.78% active;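 active = inhibition above the mean inhibition across every tested compound plus 3 SD, cut at about 22% in these data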;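 note: 0% = DMSO only wells and the 100% control is not disclosed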
Target sequence (Q00G26 whole entry, looked up): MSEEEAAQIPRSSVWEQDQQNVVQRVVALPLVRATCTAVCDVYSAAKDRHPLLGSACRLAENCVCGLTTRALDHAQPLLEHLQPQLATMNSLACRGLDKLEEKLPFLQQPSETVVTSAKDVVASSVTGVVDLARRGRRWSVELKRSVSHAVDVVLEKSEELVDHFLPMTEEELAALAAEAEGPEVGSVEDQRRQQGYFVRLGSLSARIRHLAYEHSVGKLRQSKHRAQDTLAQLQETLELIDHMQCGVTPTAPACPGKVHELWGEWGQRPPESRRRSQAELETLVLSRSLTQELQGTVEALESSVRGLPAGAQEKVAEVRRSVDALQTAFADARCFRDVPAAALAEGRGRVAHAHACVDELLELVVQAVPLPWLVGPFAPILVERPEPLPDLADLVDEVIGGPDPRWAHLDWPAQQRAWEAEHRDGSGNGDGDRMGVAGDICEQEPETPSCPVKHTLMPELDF
Target sequence (Q8WTS1 whole entry, looked up): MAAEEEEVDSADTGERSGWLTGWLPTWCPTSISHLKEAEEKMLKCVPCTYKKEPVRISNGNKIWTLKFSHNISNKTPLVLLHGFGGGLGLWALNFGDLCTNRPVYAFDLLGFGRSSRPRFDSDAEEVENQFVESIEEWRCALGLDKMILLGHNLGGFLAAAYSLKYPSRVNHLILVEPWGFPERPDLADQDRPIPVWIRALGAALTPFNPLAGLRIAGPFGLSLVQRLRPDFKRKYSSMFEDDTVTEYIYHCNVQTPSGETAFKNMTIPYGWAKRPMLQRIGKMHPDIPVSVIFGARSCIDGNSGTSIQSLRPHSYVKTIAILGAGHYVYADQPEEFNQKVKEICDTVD
iPSC survival up: hiPSC single-cell survival enhancement | ATPlite luminescence; 100% = ROCK inhibitor wells, 0% = DMSO | survival enhancement, % at 20 µM | 360,000 tested, 0.044% active | AID 602274; in the data active = survival enhancement above about 18%;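 note: cells exposed to compounds for 16 hours before the ATP read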
MC4R barr agon: human MC4R agonism via beta-arrestin | AID 540308 | activation, % at 8.9 µM | 360,000 tested, 0.98% active | U2OS MC4R beta-arrestin complementation, luminescence; percent of melanotan II response, DMSO zero;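 active = activation above a per-plate cutoff, the mean activation of sample wells on that plate plus 3 SD, cut at about 8% in these data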
aDG glyco up: increases alpha dystroglycan glycosylation; AID 624168; activation, % at 10 µM; 360,000 tested, 0.22% active; Pro5-aDG cells, alpha-DG glycosylation AlphaScreen (IIH6); 0% Pro5, 100% B10-LARGE cell signal;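 active = activation of at least 8% versus controls, or a plate z-score of at least 8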;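 note: Pro5 are CHO cells carrying HIG-tagged alpha-DG that lacks glycosylation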
Glyco luc inh: N-linked glycosylation inhibition; AID 588692; 360,000 tested, 0.23% active; D54 ERlucT glycosylation luciferase reporter, 24 h; percent of 100 nM tunicamycin response; reporter increase, % at 12.5 µM;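 active = mean luciferase reporter signal, scaled so untreated is 0 and the glycosylation-blocking control 100, at or above a set limit in every replicate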;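 note: luciferase carries N-glycosylation sites so blocking glycosylation raises the light; 0% = median of neutral control wells and 100% = median of 100 nM tunicamycin wells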
H9c2 protect: protects H9c2 cardiomyocytes from peroxide injury; AID 588492; H2O2 injury protection, ATPLite, 2 h; protection from H2O2 cell death, % at 20 µM; 360,000 tested, 0.63% active;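 active = compounds giving at least 50% protection of heart cells from peroxide-induced death in the single-dose screen, raw or plate-pattern-corrected value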;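 note: 0% = DMSO wells with peroxide and 100% = DMSO wells without peroxide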
m5-HT2A agonist: mouse HTR2A agonism via beta-arrestin recruitment; P35363; activation, % at 7.6 µM; 360,000 tested, 0.66% active; CHO-K1 mHTR2A beta-arrestin complementation, luminescence; percent of 30 µM serotonin response; AID 624169;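 active = activation above a run cutoff, the mean activation of all tested compounds plus 3 SD, cut at about 14% in these data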;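 note: 0% = plate median of compound wells and 100% = 30 µM serotonin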
Exocytosis inh: lytic granule exocytosis inhibition. inhibition, % at 10 µM. AID 651702. 360,000 tested, 0.66% active. TALL-104 LAMP-1 surface exposure, flow cytometry; cells stimulated with thapsigargin and PMA;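 active = inhibition above about 55%, limit read from the data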
MC4R antagonist: blocks human MC4R cAMP signaling. MC4R-expressing cells, MTII-stimulated cAMP, LANCE TR-FRET. 360,000 tested, 0.48% active. inhibition, % at 6.5 µM. AID 540295;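 active = inhibition above its plate's cutoff, the mean of tested wells on that plate plus 3 SD, cut at about 29% in these data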;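 note: 0% = Melanotan II alone and 100% = Melanotan II plus saturating MCL0020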
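System: U2OS cells stably expressing human melanocortin 4 receptor (MC4R). Reagent: Melanotan II challenge after compound preincubation. Doses: 6.5 µM. Times: 30-min compound, 1-h challenge, 1-h detection, room temperature. Measured by: TR-FRET with Eu-cAMP and labeled anti-cAMP, 671 nm. Replicates: singlicate.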
* marks the source's active call; other numbers are inactive results.

`Cc1ccsc1C(=O)OCC(=O)Nc1cccc(S(=O)(=O)NC2=NCCCCC2)c1` gave ABCB6 inh MLPCN 98, ABHD5 PLIN5 PPI 3, iPSC survival up -1.8, MC4R barr agon 0.3, aDG glyco up -0.4, Glyco luc inh -1, H9c2 protect 2, m5-HT2A agonist -2, Exocytosis inh -1 and MC4R antagonist 22.
Cc1nn(Cc2ccc(Cl)cc2)c(C)c1NC(=O)C1CC=CCC1C(=O)O (stereo not drawn) was read as ABCB6 inh MLPCN 108, ABHD5 PLIN5 PPI -2, iPSC survival up -0.2, MC4R barr agon -1.7, aDG glyco up 0.3, Glyco luc inh 2, H9c2 protect -1, m5-HT2A agonist -1, Exocytosis inh -1 and MC4R antagonist 13.
For O=C(CCCNS(=O)(=O)c1ccc(F)cc1)Nc1ccc(F)cc1 the results were ABCB6 inh MLPCN 99, ABHD5 PLIN5 PPI -1, iPSC survival up -0.7, MC4R barr agon -2.0, aDG glyco up 0.2, Glyco luc inh 1, H9c2 protect -5, m5-HT2A agonist -6, Exocytosis inh -8 and MC4R antagonist 7.
CCOc1ccc(-c2cc3cc(OC)c(OC)cc3c(C)n2)cc1 was read as ABCB6 inh MLPCN 92, ABHD5 PLIN5 PPI -3, iPSC survival up -0.6, MC4R barr agon 6.6, aDG glyco up -0.1, Glyco luc inh 7, H9c2 protect -2, m5-HT2A agonist 4, Exocytosis inh 2 and MC4R antagonist 3.
Screening O=C(O)c1ccc(N/N=C/c2ccc(-c3cc(Cl)ccc3Cl)o2)cc1 returned ABCB6 inh MLPCN 103, ABHD5 PLIN5 PPI -1, iPSC survival up -0.3, MC4R barr agon 1.4, aDG glyco up 0.0, Glyco luc inh -5, H9c2 protect 4, m5-HT2A agonist 5, Exocytosis inh 3 and MC4R antagonist 18.
For CC(=O)c1ccc(NC(=O)CSc2nnc(Cc3cccn3C)n2-c2ccc(F)cc2)cc1 the results were ABCB6 inh MLPCN 105, ABHD5 PLIN5 PPI 4, iPSC survival up 7.7, MC4R barr agon 0.3, aDG glyco up -0.3, Glyco luc inh 0, H9c2 protect 14, m5-HT2A agonist -1, Exocytosis inh 1 and MC4R antagonist 5.
Cc1nc(S(=O)(=O)c2ccc(Cl)cc2)nc2c1CCC2 was read as ABCB6 inh MLPCN 99, ABHD5 PLIN5 PPI 1, iPSC survival up -2.4, MC4R barr agon -1.4, aDG glyco up 3.1, Glyco luc inh -2, H9c2 protect -1, m5-HT2A agonist -4, Exocytosis inh 3 and MC4R antagonist 4.
Screening CC(C)(C)c1ccc(S(=O)(=O)NCC(=O)N2CCN(Cc3ccccc3)CC2)cc1 returned ABCB6 inh MLPCN 95, ABHD5 PLIN5 PPI 2, iPSC survival up -0.3, MC4R barr agon -1.7, aDG glyco up 0.2, Glyco luc inh -3, H9c2 protect -6, m5-HT2A agonist 7, Exocytosis inh 1 and MC4R antagonist 1.
`C=CCCN(Cc1ccccc1)S(=O)(=O)c1ccccc1Br` gave ABCB6 inh MLPCN 102, ABHD5 PLIN5 PPI -1, iPSC survival up -1.9, MC4R barr agon -0.1, aDG glyco up 0.1, Glyco luc inh -2, H9c2 protect -3, m5-HT2A agonist 7, Exocytosis inh -7 and MC4R antagonist 0.
Screening O=c1oc2ccccc2c(NCc2ccccc2)c1[N+](=O)[O-] returned ABCB6 inh MLPCN 97, ABHD5 PLIN5 PPI 4, iPSC survival up 0.5, MC4R barr agon -1.3, aDG glyco up 0.0, Glyco luc inh 2, H9c2 protect -3, m5-HT2A agonist -5, Exocytosis inh -8 and MC4R antagonist -14.
Screening CN(CC(=O)Nc1ccccc1Br)C(=O)c1cc2c(s1)CCCCC2 returned ABCB6 inh MLPCN 97, ABHD5 PLIN5 PPI -2, iPSC survival up -0.1, MC4R barr agon -1.3, aDG glyco up 0.1, Glyco luc inh -2, H9c2 protect -13, m5-HT2A agonist 17*, Exocytosis inh -1 and MC4R antagonist 7.
For O=C(COC(=O)Cc1ccsc1)NNC(=O)c1ccccc1 the results were ABCB6 inh MLPCN 91, ABHD5 PLIN5 PPI -5, iPSC survival up -0.4, MC4R barr agon -0.7, aDG glyco up -0.3, Glyco luc inh 1, H9c2 protect 4, m5-HT2A agonist 6, Exocytosis inh 4 and MC4R antagonist 3.
Screening N/C(=N\OC(=O)C1CC1)c1ccc([N+](=O)[O-])s1 returned ABCB6 inh MLPCN 98, ABHD5 PLIN5 PPI -8, iPSC survival up 0.2, MC4R barr agon -3.5, aDG glyco up 0.8, Glyco luc inh 7, H9c2 protect -2, m5-HT2A agonist 3, Exocytosis inh 7 and MC4R antagonist 6.
`Cc1ccc(NC(=O)CS(=O)CC(=O)Nc2ccc3c(c2)OCO3)cc1Cl` (stereo not drawn) gave ABCB6 inh MLPCN 95, ABHD5 PLIN5 PPI 4, iPSC survival up -0.9, MC4R barr agon -2.0, aDG glyco up 0.2, Glyco luc inh 4, H9c2 protect 5, m5-HT2A agonist 4, Exocytosis inh -1 and MC4R antagonist 0.
Screening COc1ccc(CCNC(=O)CCc2ccccc2O)cc1OC returned ABCB6 inh MLPCN 98, ABHD5 PLIN5 PPI 3, iPSC survival up -0.6, MC4R barr agon -2.2, aDG glyco up 0.3, Glyco luc inh 2, H9c2 protect -1, m5-HT2A agonist 4, Exocytosis inh -1 and MC4R antagonist 0.
For O=C(Cn1ccc(NC(=O)OCc2ccccc2)nc1=O)NCCCc1ccccc1 the results were ABCB6 inh MLPCN 100, ABHD5 PLIN5 PPI 5, iPSC survival up -3.4, MC4R barr agon -0.9, aDG glyco up 0.2, Glyco luc inh -2, H9c2 protect -9, m5-HT2A agonist -3, Exocytosis inh -1 and MC4R antagonist 12.
`COc1cccc(NC(=O)c2c(C)cc(C)cc2CC(C)(C)C(=O)O)c1` gave ABCB6 inh MLPCN 96, ABHD5 PLIN5 PPI 3, iPSC survival up -0.5, MC4R barr agon 0.1, aDG glyco up -0.1, Glyco luc inh 0, H9c2 protect 7, m5-HT2A agonist -4, Exocytosis inh -5 and MC4R antagonist 9.
`CSc1nsc(SCC(=O)Nc2ccccc2F)n1` gave ABCB6 inh MLPCN 95, ABHD5 PLIN5 PPI -1, iPSC survival up -0.5, MC4R barr agon -1.6, aDG glyco up 0.0, Glyco luc inh -2, H9c2 protect -1, m5-HT2A agonist -7, Exocytosis inh -7 and MC4R antagonist 7.
Cc1nnsc1C(=O)N1CCCC1(C)C(=O)O (stereo not drawn) was read as ABCB6 inh MLPCN 97, ABHD5 PLIN5 PPI 6, iPSC survival up -1.1, MC4R barr agon 0.2, aDG glyco up 0.3, Glyco luc inh 3, H9c2 protect 1, m5-HT2A agonist 27*, Exocytosis inh -1 and MC4R antagonist -8.
For Cc1ccn2c(=O)nc(SCC(=O)NCc3ccccc3)nc2c1 the results were ABCB6 inh MLPCN 98, ABHD5 PLIN5 PPI -12, iPSC survival up 0.2, MC4R barr agon -5.1, aDG glyco up -0.1, Glyco luc inh 0, H9c2 protect -1, m5-HT2A agonist 6, Exocytosis inh 4 and MC4R antagonist 7.
For Cc1cc(C)c(C)c(OCCCn2ccnc2)c1 the results were ABCB6 inh MLPCN 102, ABHD5 PLIN5 PPI 4, iPSC survival up 1.0, MC4R barr agon -1.2, aDG glyco up 1.7, Glyco luc inh 2, H9c2 protect 0, m5-HT2A agonist 0, Exocytosis inh -2 and MC4R antagonist 11.
`CCC(=O)Nc1cccc2cccnc12` gave ABCB6 inh MLPCN 102, ABHD5 PLIN5 PPI 6, iPSC survival up -1.3, MC4R barr agon -1.5, aDG glyco up 0.2, Glyco luc inh 1, H9c2 protect 16, m5-HT2A agonist -3, Exocytosis inh -1 and MC4R antagonist 16.
O=C(N[C@@H](Cc1ccccc1)C(=O)N[C@@H](Cc1ccccc1)C(=O)O)OCc1ccccc1 was read as ABCB6 inh MLPCN 92, ABHD5 PLIN5 PPI 7, iPSC survival up -0.4, MC4R barr agon 0.2, aDG glyco up 0.2, Glyco luc inh 0, H9c2 protect 3, m5-HT2A agonist -1, Exocytosis inh 1 and MC4R antagonist 5.
Screening O=C(Nc1ccc(N2CCCC2=O)cc1)c1cccc(F)c1 returned ABCB6 inh MLPCN 90, ABHD5 PLIN5 PPI 1, iPSC survival up -2.3, MC4R barr agon -0.5, aDG glyco up -0.3, Glyco luc inh -14, H9c2 protect -6, m5-HT2A agonist 4, Exocytosis inh 1 and MC4R antagonist -2.
`O=C(Nc1ccc(N2CCOCC2)cc1)C1CC1` gave ABCB6 inh MLPCN 97, ABHD5 PLIN5 PPI 2, iPSC survival up 0.2, MC4R barr agon -1.5, aDG glyco up 0.2, Glyco luc inh 6, H9c2 protect 1, m5-HT2A agonist 0, Exocytosis inh 0 and MC4R antagonist 7.
Screening O=C1CSC(c2ccccn2)N1c1ccc2ccccc2c1 (stereo not drawn) returned ABCB6 inh MLPCN 98, ABHD5 PLIN5 PPI -3, iPSC survival up 4.2, MC4R barr agon -2.3, aDG glyco up -0.1, Glyco luc inh -4, H9c2 protect -2, m5-HT2A agonist -4, Exocytosis inh -1 and MC4R antagonist 0.
`CNC(=O)C(=O)Nc1c(C)cc(C)cc1C` gave ABCB6 inh MLPCN 103, ABHD5 PLIN5 PPI 0, iPSC survival up -0.3, MC4R barr agon -0.1, aDG glyco up 0.1, Glyco luc inh 2, H9c2 protect 1, m5-HT2A agonist 2, Exocytosis inh -4 and MC4R antagonist 4.
`CN(C)c1ccc(CC(=O)N2CCCCC2c2cc(C(=O)Nc3cccc4c3CCCC4)no2)cc1` (stereo not drawn) gave ABCB6 inh MLPCN 101, ABHD5 PLIN5 PPI 8, iPSC survival up -3.7, MC4R barr agon 1.6, aDG glyco up -0.1, Glyco luc inh -6, H9c2 protect -8, m5-HT2A agonist 12, Exocytosis inh -10 and MC4R antagonist 9.
Screening COC(=O)c1ccc(CNC(=O)COC(=O)CCN2C(=O)C3CC=CCC3C2=O)cc1 (stereo not drawn) returned ABCB6 inh MLPCN 96, ABHD5 PLIN5 PPI -4, iPSC survival up 0.0, MC4R barr agon -1.3, aDG glyco up 0.6, Glyco luc inh 1, H9c2 protect -1, m5-HT2A agonist -1, Exocytosis inh -8 and MC4R antagonist 3.
O=C(OCc1ccc(Br)cc1)c1ccncc1 was read as ABCB6 inh MLPCN 93, ABHD5 PLIN5 PPI 5, iPSC survival up 2.9, MC4R barr agon 0.2, aDG glyco up 0.6, Glyco luc inh 1, H9c2 protect -3, m5-HT2A agonist -3, Exocytosis inh -8 and MC4R antagonist -6.
`Cn1c(-c2ccc(C=O)s2)nc2c3ccccc3c3ccccc3c21` gave ABCB6 inh MLPCN 101, ABHD5 PLIN5 PPI -56, iPSC survival up 0.2, MC4R barr agon 0.9, aDG glyco up 0.2, Glyco luc inh 2, H9c2 protect 7, m5-HT2A agonist 1, Exocytosis inh 45 and MC4R antagonist 1.
Screening COC(=O)c1ccc(-c2ncc[nH]2)cc1 returned ABCB6 inh MLPCN 97, ABHD5 PLIN5 PPI -2, iPSC survival up 0.4, MC4R barr agon 1.1, aDG glyco up 0.2, Glyco luc inh 4, H9c2 protect -7, m5-HT2A agonist 9, Exocytosis inh 0 and MC4R antagonist -9.

Bioassay records from PubChem.
